# Compound activity as filed in PubChem.
# TEAD-YAP block: TEAD-YAP interaction inhibition | HEK-TIYL cells, TEAD-Gal4/YAP UAS-luciferase luminescence | inhibition, % at 9.12 µM | 1.4% of 640,000 active | AID 1259422; in the data active = inhibition above about 32%;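 also: 0% = median of test compound wells and 100% = reference inhibitor wells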
# GPR151 ag: activates the human receptor GPR151. activation, % at 11.2 µM. 1% of 650,000 active. PathHunter beta-arrestin GPR151 cells, luminescence. AID 1508602; in the data active = activation above about 4.9%;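 also: 0% = median of compound wells and 100% = cells with positive control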
# Target sequence (Q8TDV0 whole entry, looked up): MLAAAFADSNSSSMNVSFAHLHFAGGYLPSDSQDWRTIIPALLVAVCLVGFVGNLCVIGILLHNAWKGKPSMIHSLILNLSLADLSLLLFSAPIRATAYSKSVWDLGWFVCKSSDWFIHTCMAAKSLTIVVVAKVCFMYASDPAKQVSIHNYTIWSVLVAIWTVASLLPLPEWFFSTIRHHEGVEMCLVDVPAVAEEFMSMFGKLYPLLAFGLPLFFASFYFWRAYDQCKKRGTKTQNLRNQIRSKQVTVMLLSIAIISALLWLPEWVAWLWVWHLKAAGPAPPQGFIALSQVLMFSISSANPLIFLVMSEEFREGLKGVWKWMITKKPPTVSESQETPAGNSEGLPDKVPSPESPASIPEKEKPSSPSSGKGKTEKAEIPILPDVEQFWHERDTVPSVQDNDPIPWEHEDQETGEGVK
# FBW7 act: activators of human E3 ligase FBW7; Q969H0; AlphaScreen FBW7–phospho-cyclin E peptide binding, activator screen; normalized activity (activation), % at 26.1 µM; 0.13% of 650,000 active; in the data active = normalized activity above about 1.9%;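 also: purified mutant Fbw7 with reduced substrate affinity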
# MITF inh: inhibitors of human MITF; O75030; AlphaScreen MITF homodimerization, bead proximity signal; inhibition, % at 2.6 µM; 0.91% of 650,000 active; AID 1259374; in the data active = inhibition above about 50%;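 also: 0% = vehicle wells with protein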
# Target sequence (O75030 whole entry, looked up): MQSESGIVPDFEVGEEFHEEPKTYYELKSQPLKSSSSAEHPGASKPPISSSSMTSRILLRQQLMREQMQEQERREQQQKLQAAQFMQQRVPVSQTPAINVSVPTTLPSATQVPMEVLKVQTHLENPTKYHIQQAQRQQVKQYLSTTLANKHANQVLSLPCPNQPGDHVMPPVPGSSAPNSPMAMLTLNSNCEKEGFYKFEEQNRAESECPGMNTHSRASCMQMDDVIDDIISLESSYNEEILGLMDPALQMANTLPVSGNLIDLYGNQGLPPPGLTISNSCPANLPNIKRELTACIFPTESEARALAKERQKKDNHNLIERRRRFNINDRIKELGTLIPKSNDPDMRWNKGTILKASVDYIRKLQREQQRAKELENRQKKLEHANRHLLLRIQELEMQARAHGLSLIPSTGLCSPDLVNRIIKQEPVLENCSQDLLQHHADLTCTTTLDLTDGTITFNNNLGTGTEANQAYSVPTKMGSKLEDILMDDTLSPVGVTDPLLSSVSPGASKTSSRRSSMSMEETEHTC
# Active calls of the source: *; & = joins results of further samples. Compounds as they come; about 3.4% have a hit in one of these screens.
SMILES,TEAD-YAP block,GPR151 ag,FBW7 act,MITF inh
CC(O)CN=Cc1cc2ccccc2nc1Cl (centres undefined),10,0.6,0.1,4
COc1ccccc1NC(=O)c1ccc2c(c1)C(=O)N(c1ccc(C)cc1)C2=O,5,-0.6,-0.2,2
CC(=O)c1cc2c(cc1NC(=O)CSc1nc3[nH]ncc3c(=O)n1-c1cccc(C(F)(F)F)c1)OCO2,10,-1.2,0.2,-1
Cn1nnc2c(Cl)cc(Cl)cc2c1=O,7,0.0,0.1,18
CC(=O)Nc1ccc(NC(=O)Cc2cn(-c3ccc(Nc4ccc(N5CCOCC5)cc4)nn3)c3ccccc23)cc1,3,0.7,0.1,-1
CCCn1c(SCC(=O)N2CCCCC2)nnc1-c1ccco1,0,-0.3,-0.1,1
O=C1c2cccc3cccc(c23)C(=O)N1CCN1CCN(CCc2ccccc2)CC1,0,0.0,-0.1,18
COC(=O)Nc1sc2c(c1C(=O)OC)-c1ccc(OC)cc1CC2,-9,-1.9,0.8,15
CC(=O)N1CCN(c2cc(C)nc3c4c(C)cc(C)nc4nn23)CC1,18,-0.5,0.0,-11
Cc1ccc(C)c(OCCCN2CCOCC2)c1C,-12,-1.4,-0.1,48
CC(=O)c1ccc(NC2=NC(C)(C)Cc3cc(C)c(C)cc32)cc1,-11,0.1,0.0,5
Cc1cccc(NC2=NS(=O)(=O)c3ccccc32)c1,-4,-1.2,0.1,2
COc1ccc(C2=NOC(COC(=O)c3ccc(Br)cc3)C2)cc1OC (centres undefined),3,-2.1,0.0,-5
N#Cc1nc(COc2ccc(Cl)cc2)oc1N1CCCC1,-3,-0.2,-0.2,19
CN1C(=O)CSC1=NCC12CC3CC(CC(C3)C1)C2,3,-0.5,-0.3,-21
COc1cc(OC)c2c(c1)S(=O)C(c1ccccc1)=C2N (centres undefined),7,0.1,0.1,6
COc1ccccc1/C=C/C1(C(=O)NC2CCCC2)CC(=O)N1c1ccc(F)cc1 (centres undefined),14,-0.7,0.1,13
CCOc1ccc2[nH]c(=O)c(CN(Cc3ccc(OC)cc3)C(C)=O)cc2c1,5,-0.5,-0.1,-2
O=C1C2C3c4ccccc4C(c4ccccc43)C2C(=O)N1c1ccc(Cl)c(C(F)(F)F)c1 (centres undefined),7,-0.2,0.0,6
Cc1cc(N2CCOCC2)nc2ccc([N+](=O)[O-])cc12,-9,1.1,0.0,10
CCN(CC)P(=O)(C(Cl)=C(N(C)C)N(C)C)N(CC)CC,-4,-1.1,0.1,-1
CC(C)CN1C(=O)c2ccc(C(=O)Nc3cccc(C#N)c3)cc2C1=O,4,-1.0,0.8,-1
O=C(NCc1cccs1)c1ccc(N2CC3CC(C2)c2cccc(=O)n2C3)c(NS(=O)(=O)c2ccc(Br)cc2)c1 (centres undefined),2,-0.8,-0.3,-11
Cc1cc2c(cc1S(=O)(=O)N(CCc1ccccc1)Cc1ccccc1)OCC(=O)N2,0,0.6,0.0,6
Nc1cccc(C(=O)N/N=C/c2cc(Br)ccc2O)c1,9,4.3,-0.1,23
C=CCNC(=S)NNC(=O)CCc1cc(C(C)(C)C)c(O)c(C(C)(C)C)c1,4,-0.5,0.0,8
COC(=O)C1=CN(C2CC2)C=C(C(=O)OC)C1c1ccc(O)c(OC)c1,-5,0.3,0.3,0
Cc1ccc(C2C(=O)N(C3CCC(C)CC3)CC(=O)N2C2CCCCCCC2)cc1 (centres undefined),-8,-1.8,0.1,7
O=c1c(Br)c(N2CCN(c3ccc(C(F)(F)F)cc3[N+](=O)[O-])CC2)cnn1-c1ccccc1,-6,-0.1,-0.1,-4
COc1ccc(C(=O)Nn2cnc3ccccc3c2=O)cc1[N+](=O)[O-],-6,-1.4,-0.1,-2
CCc1nnc(Nc2ccc(-c3ccccc3F)nn2)s1,-2,-0.3,-0.1,-2
CCOc1ccccc1N(CC(=O)Nc1ccccc1Cl)S(C)(=O)=O,1,0.3,0.1,12
Cc1nc2sc(C(c3ccc(F)c(F)c3)N3CCN(C)CC3)c(O)n2n1 (centres undefined),0,-0.7,1.1,5
O=C(CCC1(Cc2ccsc2)CCC(=O)N1)NC(CCn1ccnc1)c1ccccc1 (centres undefined),13,-1.1,0.3,7
O=C(C1CCN(Cc2cccs2)CC1)N1CCc2ccccc2C1,-8,-1.4,-0.3,47
CC1=C(C(N)=O)C(c2cccnc2)n2ncnc2N1 (centres undefined),6,-0.8,0.0,2

# Copied from the list:
# Result for COC(=O)C1=CN(C2CC2)C=C(C(=O)OC)C1c1ccc(O)c(OC)c1 under TEAD-YAP block: -5
# Result for O=C(C1CCN(Cc2cccs2)CC1)N1CCc2ccccc2C1 under FBW7 act: -0.3
# Result for C=CCNC(=S)NNC(=O)CCc1cc(C(C)(C)C)c(O)c(C(C)(C)C)c1 under GPR151 ag: -0.5
# Result for CCc1nnc(Nc2ccc(-c3ccccc3F)nn2)s1 under GPR151 ag: -0.3

# Going on with the list:
SMILES,TEAD-YAP block,GPR151 ag,FBW7 act,MITF inh
COc1cc(C)c(C)cc1S(=O)(=O)Nc1ccc(-c2ccc(N3CCCCC3)nn2)cc1,9,2.4,-0.1,4
CCCNC(=O)C(=O)N/N=C/c1ccc(OC)c(OC)c1,-9,1.4,-0.1,-1
COc1cccc(NC(=O)CSc2ccc3nnc(-c4cccc(F)c4)n3n2)c1,-9,-0.6,0.0,-7
C=COCCn1c(-c2nonc2N)nc2ccccc21,3,0.1,0.0,19
CC(=O)N1c2c(cc(Br)cc2S(=O)(=O)Nc2ccc(Cl)cc2)CC1C (centres undefined),0,-0.2,0.0,7
Cc1cc(C)n(-c2cc(NCCNC(=O)Nc3cccc(C)c3C)ncn2)n1,7,-0.7,0.7,-10
CSc1cccc2sc(N3CCN(C(=O)/C=C\c4ccc5c(c4)OCO5)CC3)nc12,-4,0.2,0.0,1
CCN=Cc1c(C)[nH]n(-c2ccc(Cl)cc2)c1=O,-79,0.1,-0.1,2
O=c1c2cnn(-c3ccccc3)c2nc(-c2ccco2)n1-c1ccccc1,5,0.1,0.0,4
CC(OS(=O)(=O)c1ccc(Br)cc1)C(F)(F)[N+](=O)[O-] (centres undefined),1,-0.4,-0.4,-9
O=C(Cc1cccc(F)c1)NCc1nnc2n1CCN(CC1CC=CCC1)CC2 (centres undefined),7,-0.2,0.6,17
Brc1ccc(-c2cn3nc4c(nc3n2)CCCC4)cc1,-72,0.3,0.2,0

# Already shown: an excerpt of the list.
SMILES,TEAD-YAP block,GPR151 ag,FBW7 act,MITF inh
COc1cc(C)c(C)cc1S(=O)(=O)Nc1ccc(-c2ccc(N3CCCCC3)nn2)cc1,9,2.4,-0.1,4
CCCNC(=O)C(=O)N/N=C/c1ccc(OC)c(OC)c1,-9,1.4,-0.1,-1
COc1cccc(NC(=O)CSc2ccc3nnc(-c4cccc(F)c4)n3n2)c1,-9,-0.6,0.0,-7

# Remaining list, next part.
SMILES,TEAD-YAP block,GPR151 ag,FBW7 act,MITF inh
CCOC(=O)NC12CC3CC(C1)CC(C(F)(F)F)(C3)C2,4,-0.3,-0.1,-1
Cc1csc(NC(=O)CCCOc2ccc(Cl)cc2C)n1,-6,-0.5,0.1,16
Cc1c(C(=O)Nc2ccc(F)c(Cl)c2)sc2ncnc(N3CCN(c4ccccc4)CC3)c12,-4,0.0,-0.3,10
CC(=O)C1C(=O)CC(C)(O)C(C(C)=O)C1c1cccc([N+](=O)[O-])c1 (centres undefined),-1,-1.3,0.7,-2
Cc1cccnc1C1(O)CCN(C(=O)c2ccc3nsnc3c2)CC1,0,-0.4,0.0,12
COc1ccc2oc(C)c(C(=O)c3oc4ccccc4c3N)c2c1,34*,-0.5,0.0,-3
CS(=O)(=O)N(CC(=O)NC1CC1)c1ccc(C23CC4CC(CC(C4)C2)C3)cc1,10,-1.1,0.3,22
COc1ccccc1NC(=O)COC(=O)c1ccc2c(c1)C(=O)N(c1ccccc1C)C2=O,3,-0.2,-0.1,1
COC(=O)c1cc(C(=O)Nc2cc(Cl)ccc2C)cc([N+](=O)[O-])c1,2,2.1,0.3,10
O=C(Nc1cccc(C(=O)Nc2nnc(Cc3ccccc3)s2)c1)c1ccccc1,-5,0.3,0.0,4
c1ccc(-n2c(Cc3cn4ccsc4n3)nnc2N2CCOCC2)cc1,2,0.3,-0.3,10
CCc1ccc(C(=O)CSc2nnnn2C)cc1,-33,-0.6,-0.1,2
Cc1ccc(NC(=O)Cn2nnc(-c3ccc(F)cc3)n2)cc1[N+](=O)[O-],0,-1.2,-0.1,9
CC1=NN(C(=O)c2ccc(OC(C)C)cc2)C(O)(C(F)(F)F)C1 (centres undefined),-4,-1.2,0.0,-19
C=CCN1C(=O)CSC1=NC#N,-11,-0.9,0.1,-3
Oc1ccc2ccccc2c1C=NCc1cccnc1,-2,-0.3,-0.1,-4
CCCn1c(C)cc(-c2csc(NC(=O)COc3ccccc3OC)n2)c1C,-9,-0.9,-0.1,-6
COC(=O)C1=CN(Cc2ccc(Cl)cc2)C=C(C(=O)OC)C1c1cc(OC)c(O)c(OC)c1,1,8.6*,0.1,13
CC1(C)Cc2ccccc2-c2nnc(-c3ccccc3)n21,16,0.7,0.1,-2
COc1cccc(CN2CCN(C(=O)C(C)C)[C@@H](C)C2)c1,-19,0.6,-0.1,10
C=CCn1c(Cc2ccccc2)nnc1SCC(=O)NC1CCCCC1,-5,-0.7,0.0,17
Cc1ccc2nc(Nc3ccc(C(=O)N4CCN(c5ccccc5)CC4)cc3)nc(-c3ccccc3)c2c1,1,1.0,0.0,-4
COc1cc(C2C(C#N)=C(N)OC3=C2C(=O)CC(C)(C)C3)c([N+](=O)[O-])cc1OC (centres undefined),-11,-0.7,0.5,3
C=CCc1cc(/C=C2/SC(=S)N(CC(=O)O)C2=O)cc(OC)c1O,11,-1.4,0.0,8
Cn1cnnc1SCC(=O)NC1=NCCS1,-9,0.0,0.1,15
Cc1cc(C)cc(CN2CCc3nnc(C(C)NC(=O)c4cccnc4)n3CC2)c1 (centres undefined),3,-0.6,0.1,9
Cc1cc(C)n2nc(C(=O)OCC(=O)c3ccc(NC(=O)CC(C)C)cc3)nc2n1,-4,0.1,0.0,-11
Cc1ccc(C)c(S(=O)(=O)/N=C(/c2ccccc2)N(C)C)c1,2,0.0,0.0,-7
COc1ccc(-c2nc(C(=O)Nc3ccc(N4CCOCC4)cc3)cs2)cc1,-22,-1.4,-0.1,-4
NC(=O)c1c(NC(=O)c2ccccc2Br)sc2c1CCCCC2,-23,-1.4,-0.1,3
CCOP(=O)(OCC)C(Nc1ccc(C(C)C)cc1)c1ccc([N+](=O)[O-])cc1 (centres undefined),1,0.0,-0.1,-4
O=C1N/C(=C/c2cccc(Cl)c2)C(=O)N1Cc1ccccc1F,7,-0.2,-0.1,-3
CCCn1cnc2sc(C(=O)Nc3ccc(C)c(F)c3)c(C)c2c1=O,-7,0.5,0.0,13
CC(=O)Nc1ccc(S(=O)(=O)Nc2ccc([N+](=O)[O-])cc2)cc1,5&-11,2.7&0.2,0.0&0.1,-1&-8
CCCCCCc1nnc(NC(=O)CC)s1,-3,-1.3,0.0,-9
CC(=O)Nc1cccc(N2C(=O)c3cc(Cl)c(Cl)cc3C2=O)c1,2,-0.9,0.1,5
NC(=O)c1cccc(N2CCN(Cc3ccc4c(c3)OCO4)CC2)n1,0,1.0,-0.1,-2
O=C(Nc1nccs1)NC1CC(=O)N(c2ccccc2)C1 (centres undefined),-8,0.8,0.0,-5
COc1ccc(-n2cc(-c3ccccc3)c3c(N4CCOCC4)ncnc32)cc1,1,0.7,-0.1,2
O=C(COC(=O)c1cc[n+]([O-])cc1)Nc1cccc2ccccc12,7,1.6,0.1,-17
Cc1ccc2nc(-c3ccc(NC(=O)CN4CC(C)OC(C)C4)cc3)sc2c1 (centres undefined),-15,1.1,0.0,4
COc1cccc2c(Nc3ccc(C)c(Cl)c3)cc(C)nc12,20,-0.1,0.0,1
CCOC(=O)C1=C(N)n2c(s/c(=C\c3ccc(CC)cc3)c2=O)=C(C#N)C1c1ccc(CC)cc1 (centres undefined),11,-1.1,0.5,4
CC1CCCCN1S(=O)(=O)c1ccc2[nH]c(=O)cc(C(=O)NC3CCCC3)c2c1 (centres undefined),0,-0.6,0.1,-11
CC(=O)Nc1ccc(-c2nnc3n2CCCCC3)cc1,8,1.3,-0.1,-12
O=c1c(S(=O)(=O)c2ccc(Cl)cc2)c[nH]c2cc3c(cc12)OCCO3,-18,-1.1,0.1,3
O=C(Cc1c(O)c2ccccc2[nH]c1=O)NC1CCCCCC1,2,2.2,0.0,10

# One compound at a time (already shown):
# CCOC(=O)C1=C(N)n2c(s/c(=C\c3ccc(CC)cc3)c2=O)=C(C#N)C1c1ccc(CC)cc1 (centres undefined) is listed with TEAD-YAP block = 11; GPR151 ag = -1.1; FBW7 act = 0.5; MITF inh = 4
# NC(=O)c1cccc(N2CCN(Cc3ccc4c(c3)OCO4)CC2)n1 is listed with TEAD-YAP block = 0; GPR151 ag = 1.0; FBW7 act = -0.1; MITF inh = -2

# Part of the list above, with values under each structure.
# Results follow in this order: TEAD-YAP block	GPR151 ag	FBW7 act	MITF inh
> CC(=O)Nc1ccc(-c2nnc3n2CCCCC3)cc1
 : 8	1.3	-0.1	-12
> O=C(Nc1nccs1)NC1CC(=O)N(c2ccccc2)C1 (centres undefined)
 : -8	0.8	0.0	-5
> COc1ccc(-n2cc(-c3ccccc3)c3c(N4CCOCC4)ncnc32)cc1
 : 1	0.7	-0.1	2
> COc1cccc2c(Nc3ccc(C)c(Cl)c3)cc(C)nc12
 : 20	-0.1	0.0	1
> O=C(COC(=O)c1cc[n+]([O-])cc1)Nc1cccc2ccccc12
 : 7	1.6	0.1	-17
> O=C(Cc1c(O)c2ccccc2[nH]c1=O)NC1CCCCCC1
 : 2	2.2	0.0	10
> CC1CCCCN1S(=O)(=O)c1ccc2[nH]c(=O)cc(C(=O)NC3CCCC3)c2c1 (centres undefined)
 : 0	-0.6	0.1	-11
